# Tb PFK block = blocks T. brucei phosphofructokinase. AID 485367. Potency, µM (highest dose often 57.5 µM), for inactives: at the highest dose activity, negative = inhibition, usual class: inhibitors. T. brucei PFK, ADP-Glo luminescence. 0.17% of 330,000 active;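 also: potency is read from the fitted curve at half-maximal effect; 0% = uninhibited 1x PFK enzyme wells and -100% = no-enzyme wells; nearly all actives have a fitted effect of over 60% in size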
#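 1.25 nM PFK with 0.5 mM F6P and 0.1 mM ATP in 0.1 M TEA pH 8.0, 5 mM MgCl2, incubated 45 min at room temperature; ADP measured by ADP-Glo luminescence; compounds titrated up to 57 uM.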
# TCR act = activators of T cell receptors | primary human leukocytes, anti-CD3, IL-2 HTRF, 48 h | Potency, µM (highest dose often 9.22 µM), without a hit: at the top dose activation of IL-2 secretion, most hits filed as activators | 330,000 tested, under 10 active; also: % of control where 0% means no effect
#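 Compounds are tested in HTS on primary human leukocytes co-incubated with a-CD3 beads for 48 hr. IL-2 output is measured by time-resolved FRET.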
# TSHR antagonist = human thyrotropin receptor antagonism; TSHR-expressing cells, TSH-stimulated cAMP HTRF, 2 h; active compounds read low; P16473; 0.2% of 330,000 active; activity change, negative = inhibition, % at 11.5 µM; AID 504810;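 active = activity change below a set negative limit, meaning inhibition stronger than a set level, cut at about -70% in these data; inconclusive = activity change between two set negative limits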; also: % is scaled to controls: 0 for no effect and ±100 for the full control effect
# Target sequence (P16473 whole entry, looked up): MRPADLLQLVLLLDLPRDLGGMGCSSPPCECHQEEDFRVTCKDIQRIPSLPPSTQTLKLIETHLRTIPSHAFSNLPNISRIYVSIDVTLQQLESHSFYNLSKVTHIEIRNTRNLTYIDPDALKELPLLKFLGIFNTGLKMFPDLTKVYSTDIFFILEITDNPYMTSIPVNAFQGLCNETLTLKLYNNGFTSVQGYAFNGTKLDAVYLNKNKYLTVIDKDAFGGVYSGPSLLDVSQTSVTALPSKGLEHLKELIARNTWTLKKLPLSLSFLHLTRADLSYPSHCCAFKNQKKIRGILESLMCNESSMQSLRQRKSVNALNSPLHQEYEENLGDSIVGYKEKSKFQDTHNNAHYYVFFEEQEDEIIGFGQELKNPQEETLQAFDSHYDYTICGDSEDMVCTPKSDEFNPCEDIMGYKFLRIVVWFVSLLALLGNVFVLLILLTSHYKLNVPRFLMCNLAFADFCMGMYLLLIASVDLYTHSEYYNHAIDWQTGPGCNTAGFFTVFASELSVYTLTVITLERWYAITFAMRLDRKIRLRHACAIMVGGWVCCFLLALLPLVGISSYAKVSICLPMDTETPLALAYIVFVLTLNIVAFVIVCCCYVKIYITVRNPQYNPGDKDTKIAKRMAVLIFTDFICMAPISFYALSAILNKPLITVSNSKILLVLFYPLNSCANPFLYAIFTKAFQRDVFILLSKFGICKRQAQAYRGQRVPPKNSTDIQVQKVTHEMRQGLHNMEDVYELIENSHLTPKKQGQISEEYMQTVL
#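 Antagonism was scored as loss of TSH-driven cAMP in TSHR cells, stimulated with 4nM TSH (EC80) for 2 hours at 37 deg C and detected by homogeneous HTRF competition immunoassay.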
# BCR signal inh = blocks chronic active B-cell receptor signaling | ABC-DLBCL IkBa-CBG/CBR reporter, luminescence ratio, 4 h | Potency, µM (titrated, usually from 46.1 µM), without a hit: at the highest dose ratio change, negative = lower green/red ratio, actives largely listed as inhibitors | 0.05% of 340,000 active; active = well fitted inhibition curve with a large enough effect in the signal ratio, with a control signal flat, not every such curve was filed as active; inconclusive = small, poorly fitted or top-dose-only effect, or effect the other way, or a change in a side signal; the % refers to the signal ratio;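 also: potency is read from the fitted curve at half-maximal effect; plate controls were basal doxycycline-induced cells for no effect and cells given 10 µM MG132 for full effect; MG132 reads +100%, hits lower the ratio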
#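 Doxycycline induced both beetle luciferases in TMD8 lymphoma cells; IKK-driven degradation limits the IkappaBalpha-fused green signal, while red luminescence normalises for cell number and nonspecific effects. Compounds tested up to 46 uM, 4 hrs.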
# Giardia killer = Giardia lamblia killing | Giardia lamblia trophozoite viability | activity change, % at 7.66 µM, hits read low | 0.15% of 340,000 active; in the data active = activity change below about -80%; inconclusive = between about -30% and that limit;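 also: parasites exposed to compound for two days anaerobically before the ATP read; % is scaled to controls: 0 for no effect and ±100 for the full control effect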
#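 Luminescence from cellular ATP indicates surviving trophozoites (100 cells/well) following 48 hrs anaerobic compound treatment at 37 deg C; signal develops 15-30 min at room temperature.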
# GALK inhibitor = galactokinase (human) inhibition | Purified GALK, Kinase-Glo residual ATP luminescence | P51570 | AID 1868 | Potency, µM (top dose mostly 57.5 µM), for inactives: at the top dose activity change, negative = inhibition, usual class: inhibitors | 0.007% of 270,000 active; also: potency is read from the fitted curve at half-maximal effect; % is scaled to controls: 0 for no effect and ±100 for the full control effect
#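 GALK at 5 nM final was combined with compound, 35 uM ATP and 100 uM galactose in HEPES pH8.0 with MgCl2 and DTT. The reaction ran one hour at room temperature before luminescent ATP detection.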
# Coupling enz = counter-screen for Giardia aldolase inhibitors: coupling enzyme system | 0.67% of 290,000 active | coupling enzyme system counterscreen, AmpLite Red fluorescence | activity change, negative = inhibition, % at 58.2 µM, hits read low; in the data active = activity change below about -30%; also: % is scaled to controls: 0 for no effect and ±100 for the full control effect
#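 Fluorescence at 525 nm excitation and 598 nm emission measured inhibition of the coupled detection system without aldolase. Compounds (at 57.5 uM final) were preincubated 10 min at room temperature with coupling enzyme reagent before a 20 min substrate/AmpLite Red step.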
# KCNH2 WT inh = KCNH2 (human, wildtype) channel inhibition | Q12809 | U2OS, BacMam KCNH2, thallium flux FluxOr; active compounds read low | AID 720551 | 0.37% of 340,000 active | activity change, % at 1.84 µM;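 active = maximum activity change below -70%; inconclusive = maximum activity change between -70% and -50%; inactive = maximum activity change above -50%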; also: % is scaled to controls: 0 for no effect and ±100 for the full control effect
#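 U2OS cells transduced with wild-type KCNH2 virus are loaded with FluxOr dye for 45 min, and thallium flux is measured in kinetic reads before and after stimulation buffer. Rate constants are normalized to DMSO controls.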
# AT treatment = candidate therapy for ataxia-telangiectasia | AID 485349 | 0.19% of 320,000 active | […] A-T fibroblasts, KAP-1 phosphorylation AlphaLISA; neocarzinostatin DNA damage 30 min before lysis | Potency, µM (series often up to 57.5 µM), inactives show top-dose activation, usual class: activators; also: potency is read from the fitted curve at half-maximal effect; % of control where 0% means no effect; nearly all actives have a fitted effect of over 45% in size
#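 ATM-like activity read as KAP-1 phosphorylation via AlphaLISA donor/acceptor antibody pairs after lysis and 6 hr at 25C. Cells were ATM-null patient fibroblasts ([…], hTERT), dosed 60 min, then exposed to the DSB inducer NCS for 30 min.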
# CXXC DNA block = blocks binding of human MLL CXXC domain to DNA. Q03164. MLL-CXXC / FITC-HOXA9 DNA fluorescence polarization. Potency, µM (doses to about 115 µM), without a hit: at the top dose activity change, negative = inhibition, actives largely listed as inhibitors. 0.037% of 290,000 active. AID 2662; active = well fitted inhibition curve with a large enough effect in the polarisation, with a control signal flat, not every such curve was filed as active; inconclusive = small, poorly fitted or top-dose-only effect, or effect the other way, or a change in a side signal; inactive = no such curve, though single readings can be large or run the other way; the % refers to the polarisation; also: potency is read from the fitted curve at half-maximal effect
#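 Purified MLL-CXXC (added from a 7 uM solution) was preincubated 5 min at ambient with pinned compounds in 50 mM Tris-HCl pH 7.5, 50 mM NaCl, 1 mM DTT, 0.05% BSA. Fluorescein-labeled HOX-A9 DNA (50 nM solution) followed, 30 min, then polarization read.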
# * marks the source's active call; other numbers are inactive results; ? = inconclusive; . = no result given; & = joins results of further samples; [ ] = dose if it differs, or a comment. Unless noted, calls follow the shape of the dose curve; as a rule, active = well fitted curve in the direction sought with a large enough effect; inconclusive = small, poorly fitted or top-dose-only effect, or another doubt; inactive = no such curve, though single readings can be large; an effect the other way counts as inactive or inconclusive. Outcome played no part in choosing rows; 1.6% or so of the library scored in one or more.
SMILES,Tb PFK block,TCR act,TSHR antagonist,BCR signal inh,Giardia killer,GALK inhibitor,Coupling enz,KCNH2 WT inh,AT treatment,CXXC DNA block
Cc1ccc(CNC(=O)c2ccc(Cn3cc(-c4ccc(C)cc4)nc3-c3ccncc3)cc2)cc1,0%,1%,-4,?,-7,.,-1,21,4%,25%
COC(=O)CCN(C(=O)c1cc([N+](=O)[O-])cc([N+](=O)[O-])c1)c1ccccn1,0%,0%,-8,3%,-10,-2%,-4,-6,2%,20%
O=C(Nc1cc2cccc([N+](=O)[O-])c2oc1=O)c1cccs1,-4%,1%,-2,4%,-24,4%,3,-4,2%,-2%
CN(C)c1cc(-c2cccc([N+](=O)[O-])c2)oc(=O)c1Cl,-3%,-4%,4,-8%,-17,3%,5,-1,-21%,-11%
Cc1ccc(CONC(=O)c2ccc(Cl)cc2)cc1,-10%,3%,8,?,5,.,.,-14,-12%,.
COc1ccc(/C=N/Nc2cc(N(C)C)nc(N(C)C)n2)cc1,0%,4%[46.1 µM],9,3%,15,-1%,-42*,-5,-4%,15%
Cc1ccc(C)c(CN2C(=O)c3ccccc3S(=O)(=O)c3ccc(C(=O)N4CCN(C)CC4)cc32)c1,0%,2%,16,?,11,-9%,.,23,6%,-2%
CCCn1c(=S)[nH]c2cc(C(=O)N3CCCC(C(=O)OCC)C3)ccc2c1=O (stereo not drawn),0%,-3%,-26,16%,32[activator],-2%,-2,4,6%,-9%
CCN(CC)S(=O)(=O)c1ccc2c(c1)nc(SCC(=O)N(C)C1CCS(=O)(=O)C1)n2CC (stereo not drawn),-2%,9%,10,3%,1,.,.,4,0%,.
O=C(Cn1cnc2c(oc3ccccc32)c1=O)NCc1ccco1,1%,-20%,7,-7%,-1,1%,4,8,0%,-4%
COc1cccc2c(Cl)c(CCCl)c(C)nc12,3%,1%,-13,-2%,14,-1%,-1,2,4%,1%
O=C(Cn1c(=O)oc2ccccc21)NC(=O)NCc1ccccc1,1%,1%,4,-4%,8,-3%,5,-11,6%,6%
O=C(NC1CCCc2ccccc21)c1ccc(Br)cc1 (stereo not drawn),0%,0%[46.1 µM],-2,?,5,2%,-2,-2,-1%,?
COc1ccc(C(=O)N2CCNC(=O)C2CC(=O)Nc2ccc(C)cc2)cc1 (stereo not drawn),-3%,1%,3,4%,3,4%,1,5,1%,22%
Cc1ccccc1OCC(=O)OCC(=O)NCc1ccc2c(c1)OCO2,-2%,5%,-12,1%,4,.,.,-4,18%,.
CCOC(=O)c1cnn(-c2nc(-c3ccc(F)cc3)cs2)c1C(F)(F)F,-1%,-2%,-4,0%,-5,-2%,-2,-3,21%,-3%
O=C(CCC(=O)Nc1ccccc1Cl)NNC(=O)Nc1cccc([N+](=O)[O-])c1,0%,2%,1,4%,-16,2%,2,-3,1%,6%
Cc1ccc(-c2nc(SCC(N)=O)c(C#N)c3c2CCCC3)cc1,0%,-2%,7,?,-1,1%,5,1,-3%,18%
O=C(Nc1ccc(C(=O)N2CCCCC2)cc1)Nc1cccc(Cl)c1,0%,4%,-3,-1%,17,5%,.,-3,5%,-2%
CC1CC(C)CN(C(=O)c2cc(-c3ccccn3)nc3ccccc23)C1 (stereo not drawn),0%,5%,19,-10%,-1,0%,8,-8,.,6%
Cc1cc2oc(=O)cc(-c3ccccc3)c2c(C)c1-c1ccc(O)cc1,-2%,4%[46.1 µM],1,-3%,9,.,18,-16,8%,.
COc1cc(/C=N/n2c(C)n[nH]c2=S)ccc1OCc1ccccc1,-2%,-11%[46.1 µM],-9,-5%,9,0%,0,3,-5%,14%
CC(=O)Oc1ccc2occ(/C=N/c3cc(=O)[nH]c(=S)[nH]3)c(=O)c2c1,-20%,-5%,-17,?,1,0%,1,-2,-13%,-7%
COc1ccc(N2CCN(C(=O)CNC(=O)c3nn(-c4ccc(OC)cc4)c(=O)c4ccccc34)CC2)cc1,2%,-9%,-2,2%,9,-5%,0,-4,-4%,4%

# Three of these compounds, set out differently.
SMILES | Tb PFK block | TCR act | TSHR antagonist | BCR signal inh | Giardia killer | GALK inhibitor | Coupling enz | KCNH2 WT inh | AT treatment | CXXC DNA block
COC(=O)CCN(C(=O)c1cc([N+](=O)[O-])cc([N+](=O)[O-])c1)c1ccccn1 | 0% | 0% | -8 | 3% | -10 | -2% | -4 | -6 | 2% | 20%
Cc1ccc(CNC(=O)c2ccc(Cn3cc(-c4ccc(C)cc4)nc3-c3ccncc3)cc2)cc1 | 0% | 1% | -4 | ? | -7 | . | -1 | 21 | 4% | 25%
COc1ccc(N2CCN(C(=O)CNC(=O)c3nn(-c4ccc(OC)cc4)c(=O)c4ccccc34)CC2)cc1 | 2% | -9% | -2 | 2% | 9 | -5% | 0 | -4 | -4% | 4%

# (list continues)
SMILES,Tb PFK block,TCR act,TSHR antagonist,BCR signal inh,Giardia killer,GALK inhibitor,Coupling enz,KCNH2 WT inh,AT treatment,CXXC DNA block
COc1cccc(C(=O)Nc2nnc(SCC(=O)NC3CCCC3)s2)c1,2%,-10%,-8,-7%,?,6%,-1,-8,3%,-1%
Cc1cc(C)cc(OCC(=O)Nc2ccccc2C(=O)NCc2ccco2)c1,0%,3%,-6,?,2,0%,-2,5,3%,7%
CC(C)N(C(=O)Nc1ccc2nccnc2c1)C(C)C,-9%,3%,-3,-9%,3,1%,-39*,-12,1%,-3%
O=C(N/N=C/c1ccc(O)cc1O)c1ccc(NC(=O)C2CCCCC2)cc1,6%,-1%,5,-6%,9,-4%,.,-6,5%,33%[activator]
COc1ccccc1NC(=O)c1csc(-n2nc(C)cc2C(F)(F)F)n1,2%,0%,2,2%,-14,-1%,-1,0,-1%,-2%
CC(C)NC(=O)c1cc(-c2ccc(Br)cc2)on1,-4%,.,8,?,0,2%,1,-2,-1%,-6%
CCOC(=O)c1c(C#N)cnn1-c1ccc(C)cc1,-8%,-3%,-3,-1%,0,-2%,-2,0,5%,-6%
COc1ccc(CNC(=O)CCc2nnc3ccc(NCCCN4CCCC4=O)nn23)cc1,-2%,1%,37,2%,20,-2%,0,0,-7%,46%[activator]
COC(=O)c1c(NC(=O)CN2C(=O)C(=O)N(CC(C)C)C2=O)sc2c1CCCCC2,-14%,-1%[46.1 µM],-22,9%,7,0%,5,?,0%,3%
COc1ccc(-n2c(=S)[nH]c3cc(C(=O)NCc4ccco4)ccc3c2=O)cc1OC,-1%&-1%,4%&-1%,-9&2,2%&0%,-7&8,3%&2%,-1&1,-3&23,1%&-14%,14%&-1%
COc1ccc(C2/C=C\CN(S(=O)(=O)c3cccs3)CC(=O)N2Cc2ccc(F)cc2)cc1 (stereo not drawn),1%,2%,32,-18%,17&-7,-1%,-2&4,-2,?,-5%
CC(C)CCSc1cc(NCCO)c([N+](=O)[O-])c2nonc12,-9%,-3%,-15,?,1,8%,-16,-27,1%,-8%
CCOC(=O)c1c(NC(=O)Cn2cnc([N+](=O)[O-])n2)sc2c1CCC(C)C2 (stereo not drawn),1%,.,12,-16%,3,3%,1,3,3%,-5%
COc1ccc(CCNC(=O)Cn2c([N+](=O)[O-])cnc2C)cc1OC,2%,3%,-4,?,23,-2%,2,2,1%[11.5 µM],-3%
S=C(NNc1cccc(Cl)c1)NC1CCCCC1,-5%,0%,-3,?,21,-3%,-15,-10,-2%,-2%
CC1CCCN(C(=O)Cn2c(-c3nonc3N)nc3ccccc32)C1 (stereo not drawn),1%,-7%,-7,?,2,0%,-1,11,6%,1%
CCOc1ccc(NC(=O)CSc2cn[nH]n2)cc1,0%,3%,1,?,9,.,.,0,15%,.
COC(=O)c1c(S(N)(=O)=O)c2ccccc2n1C,2%,-5%,-15,5%,-8,-1%,2,4,13%,-4%
CC(C)(C)OC(=O)N1CCC(c2cc(=O)n3[nH]cc(C(=O)NC4CCCC4)c3n2)CC1,2%,5%,-22,28%,1,3%,5,3,-3%,-28%
Cc1cccc(N(CC(=O)NCc2ccccc2)C(=O)Cn2nnc(-c3ccc(C)o3)n2)c1,0%,-1%,-5,-1%,-5,6%,1,19,7%,1%
O=C(NCCN1CCOCC1)c1ccc2c(c1)ncn2C1CCCC1,-4%,2%,6,0%,4,.,3,5,16%,17%
Cc1ccccc1[C@]1(C)ON(c2ccccc2C(F)(F)F)C1=O,0%,.,-4,-6%,.,.,.,.,7%,.
Cn1cc(S(=O)(=O)NCc2cccs2)c(=O)n(C)c1=O,4%,3%,4,-2%,-23,3%,2,3,16%,-2%
CCCOc1ccc2c3c(c(=O)oc2c1)CCCC3,7%,4%,-1,?,-10,-6%,-2,1,11%,19%
CCOc1ccc(CCNC(=O)COC(=O)c2cccc(S(=O)(=O)N3CCOCC3)c2)cc1OCC,0%,0%,10,-5%,-13,.,.,5,-3%,.
CC(=O)c1c(C)oc2ccc(NS(=O)(=O)c3ccc(O)c(C(=O)O)c3)cc12,3%,-8%,10,4%,0,-3%,21,-2,1%,-14%
Cc1cccn2c(=O)c3cc(C(=O)NCCN4CCOCC4)c(=N)n(CCN4CCOCC4)c3nc12,-2%,-7%,2,3%,5,3%,0,2,6%,13%
